# FXIa inh mix = FXIa protease inhibitors in compound pools, primary screen, biochemical, 10-compound mixtures; Coagulation factor XI (Homo sapiens), P03951; purified FXIa, fluorogenic substrate, pooled mixtures; inhibition, % at 5 µM; 62,000 compounds, 0.19% hits; AID 680, 2007; in the data active means inhibition above about 20%, passing the limit was not always enough;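 further: each value is inhibition by a whole ten-compound pool holding the compound; 0% = enzyme with no mixture and 100% = wells lacking enzyme; strong numbers were not always called active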
# CatS inh = inhibitors of human cathepsin S, biochemical, compound mixtures; recombinant cathepsin S, AMC dipeptide fluorescence, pooled mixtures; AID 501, 2006; P25774; inhibition, %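 (tested at 5 µM per compound within 10-compound mixtures)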; 62,000 compounds, 0.06% hits; in the data active means inhibition above about 32%, passing the limit was not always enough;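 further: 0% = enzyme without compound and 100% = blank without enzyme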
# Target sequence (P25774 115-331 limits assumed): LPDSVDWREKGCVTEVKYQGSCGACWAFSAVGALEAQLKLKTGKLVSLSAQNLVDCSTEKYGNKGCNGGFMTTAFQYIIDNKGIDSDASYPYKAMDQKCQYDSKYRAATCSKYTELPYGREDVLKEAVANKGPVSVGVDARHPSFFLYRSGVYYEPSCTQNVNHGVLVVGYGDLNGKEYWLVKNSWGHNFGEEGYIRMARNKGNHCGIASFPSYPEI
# Ec RNAP inh = E. coli RNAP inhibitors, biochemical; E. coli RNA polymerase, fluorescence transcription assay; inhibition, %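 (tested at 10 µM)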; 62,000 compounds, 0.2% hits; AID 559, 2006; in the data active means inhibition above about 20%;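 further: 0% = enzyme without compound and 100% = no enzyme blank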
# CatB mix inh = cathepsin B inhibitors from pooled compounds, primary screen, biochemical, compound mixtures, AMC fluorescence. 62,000 compounds, 0.06% hits. P07858. inhibition, %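 (ten-compound pools at 5 µM per compound and 50 µM total)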. Purified cathepsin B, AMC dipeptide fluorescence; in the data active means inhibition above about 22%, passing the limit was not always enough;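 further: 0% = enzyme without compound and 100% = no enzyme blank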
# AP complement = alternative complement pathway inhibitors, primary screen, biochemical, ELISA, human serum, orthogonally pooled compounds. LPS-coated ELISA, C3 deposition; tested in compound mixtures. inhibition, % at 5 µM. 62,000 compounds, 0.08% hits;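 active means inhibition above 30% in each of the two pooled mixtures holding the compound, so the lower value exceeds 30%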;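 further: 0% = serum in Mg-EGTA without compound and 100% = EDTA serum blank; some compounds past the cut are filed as inactive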
#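 Test system: human serum complement alternative pathway, C3 deposition onto LPS / Medium: Mg2+-EGTA GVB++ buffer containing human serum at 1:15 dilution / Probe or stimulus: Plate-bound LPS / Times: 1 h at 37 °C / Signal: ELISA with HRP anti-human C3 antibody, TMB substrate, absorbance 450 nm / Measure: percent inhibition / Repeats: two pool placements per compound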
# C1s block = complement C1s protease inhibitors, primary screen, biochemical, 10-compound mixtures | purified C1s, fluorogenic AMC substrate, pooled mixtures | mean inhibition % of two 10-compound mixtures (active compounds read high), % at 5 µM (by protocol) | 62,000 compounds, 0.16% hits | AID 538, 2006;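 active means inhibition above 20% in each of the two 10-compound mixture wells holding the compound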;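 further: 0% = enzyme wells lacking compound mixture and 100% = no-enzyme blank wells; some compounds called inactive have numbers as strong as hits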
# Target sequence (P09871 16-437 limits assumed): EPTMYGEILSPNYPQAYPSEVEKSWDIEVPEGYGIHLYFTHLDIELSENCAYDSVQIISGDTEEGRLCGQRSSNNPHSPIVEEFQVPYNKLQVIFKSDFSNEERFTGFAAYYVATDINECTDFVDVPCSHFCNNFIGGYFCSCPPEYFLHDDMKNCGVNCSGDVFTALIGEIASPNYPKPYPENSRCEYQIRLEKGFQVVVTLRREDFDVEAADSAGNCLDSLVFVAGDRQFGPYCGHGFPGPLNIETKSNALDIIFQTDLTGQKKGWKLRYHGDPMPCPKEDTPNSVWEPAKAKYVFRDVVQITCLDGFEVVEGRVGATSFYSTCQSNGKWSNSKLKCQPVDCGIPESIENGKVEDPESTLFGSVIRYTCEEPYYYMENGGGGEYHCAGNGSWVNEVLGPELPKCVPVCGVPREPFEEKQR
# Target sequence (P09871 438-688 limits assumed): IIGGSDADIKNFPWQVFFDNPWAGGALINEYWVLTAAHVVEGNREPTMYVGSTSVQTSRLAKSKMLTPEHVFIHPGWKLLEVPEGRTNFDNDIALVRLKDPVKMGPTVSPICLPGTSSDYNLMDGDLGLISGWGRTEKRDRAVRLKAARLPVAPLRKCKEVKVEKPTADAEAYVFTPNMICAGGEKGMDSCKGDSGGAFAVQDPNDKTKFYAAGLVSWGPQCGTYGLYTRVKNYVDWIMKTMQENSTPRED
# CatG inh = human cathepsin G inhibitors, primary screen, biochemical, pooled compound mixtures, AMC fluorescence; P08311; purified enzyme, AMC-tetrapeptide fluorescence; inhibition, % at 5 µM (by protocol); 62,000 compounds, 0.2% hits; AID 581, 2007;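 active means inhibition above 20% in each of the two mixture wells holding the compound; inactive means inhibition of 20% or less in either well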;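 further: 0% = enzyme control without mixture and 100% = blank lacking enzyme; strong numbers were not always called active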
# CatB block = human cathepsin B inhibitors, primary screen, biochemical, fluorogenic substrate; P07858; purified cathepsin B, fluorescence; inhibition, %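 (tested at 10 µM)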; 63,000 compounds, 0.1% hits; AID 453, 2006; in the data active means inhibition above about 21%;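 further: 0% = enzyme with no compound and 100% = no enzyme blank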
# CatL block = inhibitors of human cathepsin L, biochemical. Procathepsin L (Homo sapiens), P07711. purified cathepsin L, fluorogenic substrate, fluorescence. inhibition, %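 (tested at 10 µM)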. 58,000 compounds, 0.17% hits. AID 460, 2006; in the data active means inhibition above about 45%;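 further: 0% = enzyme with no compound and 100% = no enzyme blank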
# An asterisk follows results filed as active; x = not tested or not shown. Not all compounds are listed; count on the stated rates, not on these rows.
C1s block,CatG inh,Ec RNAP inh,CatS inh,AP complement,CatB mix inh,CatL block,CatB block,FXIa inh mix,SMILES
-11,3,10,0,13,-1,12,5,-1,CS(=O)(=O)N1CCN(c2ccccc2NC(=O)c2cccnc2)CC1
0,1,2,-5,-9,3,-4,4,4,COCCCN(Cc1ccccn1)S(=O)(=O)Cc1ccccc1
-6,-12,2,17,-15,3,2,3,-1,O=C(NCC1CCCO1)C1CCCN(Cc2cnn(-c3ccccc3)c2-n2cccc2)C1 (centres undefined)
-11,9,4,14,9,1,8,13,-2,Cc1nnc(SCc2cc(=O)[nH]c(Nc3nc(C)c4ccccc4n3)n2)s1
-25,-1,1,2,6,5,20,-2,8,CCOC(=O)c1[nH]c(COC(=O)CCCOc2ccccc2)c(C(=O)OCC)c1C
-7,-1,-4,-7,10,2,-16,-4,7,CCCCS(=O)(=O)C(=C1Nc2ccccc2N1)S(=O)(=O)CCCC
3,-2,3,-4,9,1,4,3,5,O=C(c1ccc(Cn2c(=O)[nH]c3ccccc3c2=O)cc1)N1CCN(c2ccccn2)CC1
2,2,-1,-6,12,-1,-2,0,9,O=C(NCCSCc1ccccc1)c1cc(S(=O)(=O)N2CCOCC2)ccc1F
-2,4,0,9,5,-1,-4,1,4,Cc1ccnc(NS(=O)(=O)c2cccs2)c1
-27,-6,-1,-1,11,-2,8,3,-10,CC(C)Oc1ccc(/C(O)=C2/C(=O)C(=O)N(CCN(C)C)C2c2ccco2)cc1 (centres undefined)
-36,-12,9,-6,-4,-3,2,5,-13,Cc1ccccc1NS(=O)(=O)c1cc(S(C)(=O)=O)ccc1Cl
-16,2,10,1,1,-2,14,-3,-5,CCSCc1nnc(SCC(=O)Nc2nc3ccccc3s2)n1C
1,12,4,1,14,1,16,0,2,O=C(NCCCN1CCN(c2cccc(Cl)c2)CC1)C1CCC(=O)N1Cc1ccccc1Cl (centres undefined)
-10,3,-4,-13,7,-5,3,-3,4,COc1ccc(OC)c(NC(=O)CCNS(=O)(=O)c2cccs2)c1
-42,-12,7,4,6,-1,-1,7,-7,Cc1nnc(C)n1/N=C/C=C/c1ccccc1
-41,-6,6,-12,21,2,x,-1,4,CCN(CC)c1ccc(NC(=O)C2CCCN(S(=O)(=O)c3cnc[nH]3)C2)c(C)c1 (centres undefined)
-3,6,7,0,4,2,x,8,-7,CCOC(=O)C1=C(C)N(C)C(C)=C(C(=O)OCC)C1c1ccccn1
-15,-10,-8,9,-16,2,1,0,-5,CCc1nnc(NS(=O)(=O)c2ccc(NS(=O)(=O)c3ccccc3)cc2)s1
0,3,0,-5,10,0,-6,-4,0,O=C(CSc1nc2ccsc2c(=O)n1Cc1ccccc1)NCc1ccco1
1,11,9,-3,24,2,-2,-1,6,O=C(CSc1nnc2scc(-c3ccccc3)n12)NCc1ccco1
-21,-1,-3,-7,-4,-6,2,-2,1,Cc1ccc(CSc2nnc(-c3ccc(S(=O)(=O)N4CCCC4)cc3)o2)cc1
1,-2,6,12,-1,3,2,-1,2,CCc1nc(N2CCCCC2)c2oc3ccccc3c2n1
-5,-5,-4,1,6,1,4,3,7,O=c1cc2c(n[nH]1)CCCC2
2,-1,5,-3,-1,2,x,3,2,CCN=C(NCC)SC1CC(=O)N(c2ccccc2)C1=O (centres undefined)
9,17,5,9,-4,-2,12,0,9,OCC1CCCN(Cc2ccc(-c3ccccc3)cc2)C1 (centres undefined)
1,-2,5,3,4,1,1,0,3,Cc1cc(C(=O)COC(=O)CCC(=O)c2ccc3c(c2)OCCO3)c(C)n1Cc1ccco1
14,12,3,2,2,1,8,6,5,COc1ccc(S(=O)(=O)N(CC(=O)N2CCN(C)CC2)C2CCCCC2)cc1OC
11,7,-1,-7,14,-2,-3,4,8,COc1ccc(CC(=O)Nc2cc(C)on2)cc1
0,-1,0,14,19,0,4,0,4,Cc1cc(C)n2c(SCc3ccc(C#N)cc3)nnc2n1
26,6,6,2,2,3,11,3,0,CC(C)(C)N(Cc1cc2ccccc2[nH]c1=O)C(=O)c1cccnc1

# Retrieved one by one from the entries so far (5):
C1s block,CatG inh,Ec RNAP inh,CatS inh,AP complement,CatB mix inh,CatL block,CatB block,FXIa inh mix,SMILES
9,17,5,9,-4,-2,12,0,9,OCC1CCCN(Cc2ccc(-c3ccccc3)cc2)C1 (centres undefined)
2,-1,5,-3,-1,2,x,3,2,CCN=C(NCC)SC1CC(=O)N(c2ccccc2)C1=O (centres undefined)
0,-1,0,14,19,0,4,0,4,Cc1cc(C)n2c(SCc3ccc(C#N)cc3)nnc2n1
1,11,9,-3,24,2,-2,-1,6,O=C(CSc1nnc2scc(-c3ccccc3)n12)NCc1ccco1
-10,3,-4,-13,7,-5,3,-3,4,COc1ccc(OC)c(NC(=O)CCNS(=O)(=O)c2cccs2)c1

# More records:
C1s block,CatG inh,Ec RNAP inh,CatS inh,AP complement,CatB mix inh,CatL block,CatB block,FXIa inh mix,SMILES
15,14,1,-7,18,2,11,4,4,OC(COc1ccc(Cl)cc1)CN1CCCCC1 (centres undefined)
11,2,4,-3,21,3,-7,-4,7,CCOC(=O)c1ccc(N2CN=C3SCC(=O)N3C2)cc1
-54,5,13,6,10,1,22,0,8,O=C(c1ccco1)N1CCN(c2ncnc3c2oc2ccccc23)CC1
4,1,6,-2,12,4,0,-3,3,O=C(O)C1(c2cccc(Cl)c2)CCC1
-1,1,6,1,17,6,7,-1,7,Cn1c(CNc2ccccc2O)nc2ccccc21
-4,9,-8,2,15,2,-153,-4,2,C=CCn1c(-c2ccccc2)nc2nc3ccccc3nc21
4,9,10,5,17,3,17,1,7,Cn1c(Cn2c(=O)sc3ccccc32)nnc1SCC(=O)N1CCc2ccccc21
-4,6,4,-9,16,1,-6,0,3,CCOc1ccc(N2Cc3ncccc3C2=O)cc1
12,11,8,5,5,4,x,1,6,Cc1cc(C)n(-c2nc3c(c(=O)[nH]c(=O)n3C)n2CCc2ccccc2)n1
7,-1,5,8,13,-2,-7,-2,-6,Cc1c(C(=O)NCC2COc3ccccc3O2)oc2ccc(S(=O)(=O)N3CCOCC3)cc12 (centres undefined)
2,4,2,0,20,7,x,-2,9,COc1ccc(CN2C(=O)CCC2(C)C(=O)NC2CCCC2)c(OC)c1 (centres undefined)
-32,-10,-7,-6,-4,-2,-8,4,1,COc1ccccc1C1CC(=O)NC(C)=C1C(=O)OCC1CCCO1 (centres undefined)
15,5,2,-4,4,0,1,8,11,COC(=O)c1sc(S(=O)(=O)N2CCCCC2)c(C(=O)OC)c1C
-18,-11,5,-5,2,-1,-4,7,-9,Oc1ccc2cccnc2c1
-80,-8,-6,-2,16,-8,2,-2,-5,CC1(C)C(=O)NCCN1C(=O)CSc1nccc(-c2ccc(Br)cc2)n1
10,9,12,3,2,2,13,7,3,COc1ccc(S(=O)(=O)N2CCN(C(=O)c3cccs3)CC2)cc1OC
-3,2,-2,3,16,-2,-3,2,5,CSc1ccccc1NC(=O)c1ccc(C)o1
12,9,2,0,21,5,x,-3,0,CCCn1c(NCc2ccc(N(C)C)cc2)nc2ccccc21
-8,6,1,-5,2,-3,x,11,5,COC(=O)c1c(-c2ccc(F)cc2)csc1NC(=O)c1ccco1
15,10,5,-8,11,6,8,2,8,Cc1ccc(-n2nc(C)c(C3C(C#N)=C(N)OC4=C3C(=O)CCC4)c2Cl)cc1 (centres undefined)
-36,-7,6,9,-9,2,8,4,1,Cc1ccc(NC(=O)CN(C)S(=O)(=O)c2cnc[nH]2)cc1C
3,0,3,-7,13,2,-21,-6,8,O=C(c1cc(-c2ccccc2)nc2ccccc12)N1CCOCC1
12,10,1,-6,9,3,-9,1,9,CCN(CC)c1c(-c2ccccc2)c2cc(C)ccc2[nH]c1=O
-51,-9,-9,-6,-4,-1,-1,4,-1,C=CCNc1nc(N2CCCC2)nc2ccccc12
-11,-6,x,6,-8,4,2,7,-1,CCC(=O)Nc1cc(=O)[nH]c2ncnn12
11,9,9,-3,8,2,x,4,8,CCc1cc2c(NCC(=O)O)ncnc2s1
-5,11,6,-5,0,-5,21,2,-2,CC(=O)N1CCN(CCN=CC2=C(O)CC(C)(C)CC2=O)CC1
7,-8,4,33,-1,5,5,8,-1,NC(=O)C1CCN(c2nc(-c3ccccc3)nc3c2oc2ccccc23)CC1
-1,7,6,9,11,-1,30,4,-1,CCCC(=O)NC1=C(C#N)C2(CCCC2)Cc2ccccc21
3,-1,2,-2,11,1,-2,-4,5,Cc1cccc(CCNC(=O)C2CCCN(S(=O)(=O)c3cccc4nsnc34)C2)c1 (centres undefined)
-47,-1,-1,1,8,-1,-3,0,-8,Cc1ccc(C)c(C(=O)N(Cc2nc(-c3ccc(Cl)cc3)no2)C(C)C)c1
2,7,-3,1,12,2,5,-3,5,CCOC(=O)c1ccccc1NC(=O)COC(=O)c1ccc(C)c(S(=O)(=O)N2CCOCC2)c1

# Part of the list above, with each value named:
COC(=O)c1sc(S(=O)(=O)N2CCCCC2)c(C(=O)OC)c1C
  C1s block: 15	CatG inh: 5	Ec RNAP inh: 2	CatS inh: -4	AP complement: 4	CatB mix inh: 0	CatL block: 1	CatB block: 8	FXIa inh mix: 11

CCCn1c(NCc2ccc(N(C)C)cc2)nc2ccccc21
  C1s block: 12	CatG inh: 9	Ec RNAP inh: 2	CatS inh: 0	AP complement: 21	CatB mix inh: 5	CatL block: x	CatB block: -3	FXIa inh mix: 0

O=C(c1cc(-c2ccccc2)nc2ccccc12)N1CCOCC1
  C1s block: 3	CatG inh: 0	Ec RNAP inh: 3	CatS inh: -7	AP complement: 13	CatB mix inh: 2	CatL block: -21	CatB block: -6	FXIa inh mix: 8

COC(=O)c1c(-c2ccc(F)cc2)csc1NC(=O)c1ccco1
  C1s block: -8	CatG inh: 6	Ec RNAP inh: 1	CatS inh: -5	AP complement: 2	CatB mix inh: -3	CatL block: x	CatB block: 11	FXIa inh mix: 5

# Source: PubChem BioAssay (PCMD)
